Compound activity as filed in PubChem BioAssay.
APJ ag: activates the human apelin receptor APJ. P35414. CHO-K1 APJ PathHunter beta-arrestin, luminescence; 0% DMSO wells, 100% apelin. activation, % at 20 µM. 0.11% of 330,000 active. AID 2520;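 active = activation more than six SD over the plate average, tested at 20 µM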;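 note: 0% = DMSO alone and 100% = apelin-13 at 10 nM; some results filed as inactive read as strong as hits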
Target sequence (P35414 whole entry, looked up): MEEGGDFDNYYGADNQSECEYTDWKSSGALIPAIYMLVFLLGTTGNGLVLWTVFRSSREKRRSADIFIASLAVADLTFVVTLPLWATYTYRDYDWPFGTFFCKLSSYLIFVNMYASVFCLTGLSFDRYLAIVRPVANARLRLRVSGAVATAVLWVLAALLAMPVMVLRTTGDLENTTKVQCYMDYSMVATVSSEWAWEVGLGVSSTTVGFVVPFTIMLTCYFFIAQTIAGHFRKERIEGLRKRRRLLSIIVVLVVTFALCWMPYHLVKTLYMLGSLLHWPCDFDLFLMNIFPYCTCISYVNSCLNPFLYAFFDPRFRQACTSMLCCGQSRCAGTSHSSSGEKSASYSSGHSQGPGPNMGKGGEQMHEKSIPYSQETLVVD
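Assay system: engineered CHO-K1 APJ arrestin reporter cells; Amount: 1000 CHO-K1 reporter cells seeded per well; Dosing: one dose, 20 µM compound, 1% DMSO; Times: compound stimulation 90 min at 25 °C, detection 60 min; Measured by: luminescent beta-gal fragment complementation, chemiluminescent substrate; Read-out: APJ–arrestin association signal; Controls: DMSO vs Apelin-13 10 nM.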
APJ antagonist: antagonists of human APJ apelin receptor; AID 2521; 0.32% of 330,000 active; CHO-K1 APJ beta-arrestin complementation, luminescence; P35414; inhibition, % at 20 µM;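 active = inhibition above about 40% at 20 µM, limit read from the data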;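 note: cells challenged with 10 nM apelin-13 agonist together with compound; plate controls were apelin-13 plus DMSO wells for no effect and DMSO wells lacking apelin-13 for full effect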
CCR6 antag: antagonists of human CCR6 receptor. inhibition, % at 20 µM. CHO-K1 CCR6 PathHunter beta-arrestin, luminescence, CCL20-stimulated. 0.49% of 340,000 active. AID 493098;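 active = compounds whose inhibition of the agonist-driven luminescence signal at 20 µM reaches about 50%, limit read from the data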;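 note: cells stimulated with CCL20 at 14 nM final; plate controls were DMSO with CCL20 for no effect and DMSO without agonist for full effect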
Target sequence (P51684 whole entry, looked up): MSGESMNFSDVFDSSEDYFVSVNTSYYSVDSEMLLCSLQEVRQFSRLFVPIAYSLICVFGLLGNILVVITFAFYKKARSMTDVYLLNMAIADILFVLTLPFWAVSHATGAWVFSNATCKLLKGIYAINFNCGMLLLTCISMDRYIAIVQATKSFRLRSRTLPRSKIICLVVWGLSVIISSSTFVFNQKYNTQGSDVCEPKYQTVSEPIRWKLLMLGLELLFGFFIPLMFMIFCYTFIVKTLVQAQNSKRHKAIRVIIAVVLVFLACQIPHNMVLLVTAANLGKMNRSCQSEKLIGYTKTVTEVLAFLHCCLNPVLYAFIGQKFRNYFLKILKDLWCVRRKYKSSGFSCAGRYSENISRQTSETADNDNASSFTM
UPR XBP1 act: adaptive UPR (XBP1) activation | CHO-XBP1 luciferase reporter, IRE1-XBP1 UPR activation, luminescence; percent of tunicamycin response, DMSO as zero | 0.33% of 330,000 active | activation, % at 20 µM;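 active = versus positive control, 20 µM dose yields 30% or more activation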;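 note: 100% = tunicamycin at 10 µg/mL and 0% = DMSO only wells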
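Assay system: CHO-XBP1 luciferase reporter cells; Schedule: 6 h treatment, 37 °C; Detection: glow luminescence from Steady-Glo reagent; Benchmarks: high control tunicamycin 10 µg/mL final, low control DMSO vehicle only.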
tim23-1 inh: inhibits growth of tim23-1 mutant yeast; 1.3% of 330,000 active; inhibition, % at 20 µM; S. cerevisiae tim23-1 growth, BacTiter-Glo luminescence, 24 h;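 active = growth inhibition of the mutant yeast at or above 50%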;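 note: temperature-sensitive mutant grown at 25 °C; plate controls were DMSO-treated mutant yeast for no effect and medium wells lacking yeast for full effect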
EBI2 block: antagonists of human EBI2 receptor. P32249. EBI2 beta-arrestin recruitment, luminescence, 7a,25-OHC stimulated. inhibition, % at 5 µM. 0.81% of 360,000 active. AID 651636; in the data active = inhibition above about 38%;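 note: enzyme fragment complementation signal reports receptor beta-arrestin coupling in cells; 0% = agonist plus DMSO wells and 100% = wells without agonist; some results beyond the cut were filed as inactive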
Mdm2-MdmX inh: disrupts the human Mdm2-MdmX interaction. 3% of 330,000 active. inhibition, % at 8 µM. SaOS-2 split-luciferase Mdm2/MdmX complementation, luminescence. O15151+Q00987;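 active = inhibition of at least 50% at 8 µM in the primary screen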
CXCR6 block: CXCR6 (human) receptor inhibition | AID 602244 | O00574 | CHO-K1 PathHunter CXCR6 beta-arrestin, luminescence | inhibition, % at 20 µM | 0.36% of 360,000 active; in the data active = inhibition above about 34%, passing the limit was not always enough;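 note: antagonist mode with CXCL16 agonist at 10 nM final; 0% = 10 nM CXCL16 with DMSO and 100% = unstimulated wells without agonist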
Target sequence (O00574 whole entry, looked up): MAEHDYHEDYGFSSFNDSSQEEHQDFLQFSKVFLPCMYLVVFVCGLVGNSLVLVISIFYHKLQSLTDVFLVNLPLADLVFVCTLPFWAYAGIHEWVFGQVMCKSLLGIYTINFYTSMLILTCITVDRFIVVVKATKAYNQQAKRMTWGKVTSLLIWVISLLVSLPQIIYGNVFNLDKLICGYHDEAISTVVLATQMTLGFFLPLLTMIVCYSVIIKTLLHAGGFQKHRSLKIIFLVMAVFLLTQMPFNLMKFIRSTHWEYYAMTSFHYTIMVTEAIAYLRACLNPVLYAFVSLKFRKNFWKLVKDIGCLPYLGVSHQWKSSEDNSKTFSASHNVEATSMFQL
CHOP UPR activ: activators of apoptotic arm of unfolded protein response (CHOP). CHO-CHOP luciferase reporter, UPR activation, luminescence; percent of tunicamycin response over DMSO baseline. activation, % at 10 µM. 0.34% of 330,000 active. AID 449763;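 active = at 10 µM dose, activation of 40% or more, normalized to positive control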;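 note: 100% = tunicamycin at 10 µg/mL and 0% = DMSO alone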
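Test system: CHO CHOP reporter cells. Input: 500 CHO-CHOP cells per well. Medium: F12 with 10% FBS. Technique: luciferase luminescence. Measure: percent activation relative to tunicamycin control. Dosing: 10 µM compound, 0.5% DMSO. Timing: 16-18 h cell attachment, then 6 h compound exposure, 37 °C.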
Active calls of the source: *; · = no result given. Not all compounds are listed; count on the stated rates, not on these rows.

SMILES	APJ ag	APJ antagonist	CCR6 antag	UPR XBP1 act	tim23-1 inh	EBI2 block	Mdm2-MdmX inh	CXCR6 block	CHOP UPR activ
CCCCn1c(-c2ccc(F)c(F)c2)nc2cc3[nH]c(=O)c(C(C)C)nc3cc21	4.4	-6.1	1.0	9.7	24.0	9.6	34.4	-2.0	3.5
CCOC(=O)C1=CN(CC)S(=O)(=O)NC1c1cccc(OC)c1 (stereo unspecified)	·	·	10.1	4.6	29.1	-4.3	17.4	-13.7	2.8
O=C(Nc1cccc(S(=O)(=O)N2CCCCC2)c1)c1cc2ccccc2o1	-3.2	1.5	17.9	-6.3	41.8	12.4	-21.0	-2.3	2.1
Cc1ccc(-n2c(=O)c3c4c(sc3n3c(=S)[nH]nc23)CCC4)cc1	0.6	0.2	17.6	1.3	-2.4	-16.0	23.8	4.6	0.1
COC(=O)/C=C/c1ccc2c(c1)S(=O)(=O)N(Cc1ccc(OC)cc1)[C@H]2CC(=O)OC	8.3	-42.7	3.6	-5.4	10.5	-12.8	-6.1	-12.6	-1.4
COCCNC(=O)CSc1cc(-c2ccccc2)c2ccc(OC)cc2n1	-1.5	10.2	19.5	-0.3	30.0	11.8	18.0	3.9	-0.6
CN(C)c1ccc(C(=O)Nc2cc(C(F)(F)F)ccc2-n2cncn2)cc1	11.0	4.2	-4.8	-1.6	0.6	0.4	0.1	1.5	-0.1
N#CC1(NC(=O)CN2c3cccc4cccc(c34)S2(=O)=O)CCCCC1	0.4	-2.4	-3.2	-0.9	20.7	-11.3	-20.1	-2.0	-1.8
Cc1cc(C)c(S(=O)(=O)n2nc(C)c(Br)c2C)c(C)c1	0.0	4.0	22.8	-1.3	-2.3	-9.6	-29.1	0.3	3.4
Cc1ccccc1N(C)S(=O)(=O)c1nnc(NC(=O)c2ccccc2F)s1	-0.1	10.6	-1.9	-0.3	27.0	1.4	3.3	10.2	3.8
COc1cccc(CNC(=O)c2cccc(NC(=O)CC3SC(N4CCCCC4)=NC3=O)c2)c1 (stereo unspecified)	-2.4	0.8	13.1	0.4	6.1	15.3	7.2	-4.1	-1.8
CC(C)CC1(C(=O)NCCc2c[nH]c3ccccc23)C=CCN1C(=O)c1ccccc1 (stereo unspecified)	-2.6	7.1	6.4	-3.0	16.6	31.9	-34.8	-2.5	1.4
O=C(NCCCN1CCOCC1)c1cc(S(=O)(=O)N2CCOCC2)c(Cl)cc1Cl	-2.6	-8.8	2.4	-0.5	-14.6	8.7	-2.9	-8.7	-0.3
CC(=O)Nc1ccc(C(=O)NNC(=O)C2C3CCCCC32)cc1 (stereo unspecified)	4.3	-12.3	9.5	-2.1	10.4	6.8	-22.3	-8.2	-0.6
O=C(O)CN1C(=O)/C(=C/c2cccc(Cl)c2)Oc2ccccc21	-1.9	16.3	-7.2	-1.9	20.8	0.6	8.6	13.7	3.8
Cc1cc(C)c(S(=O)(=O)Nc2ccc(O)cc2)c(C)c1	7.3	1.5	4.8	0.4	27.2	-1.4	15.8	-5.5	-1.4
CCc1ccc(NC(=O)c2ccccc2Br)cc1	-3.5	13.4	28.9	1.1	21.3	-6.8	-73.6	0.9	3.2
CSCCC(NC(=O)c1ccccc1Cl)C(=O)NCCOc1ccccc1 (stereo unspecified)	-1.7	6.6	7.9	-0.8	1.3	3.3	-21.1	8.8	-0.4
CCN(CC)S(=O)(=O)c1ccc(NC(=O)c2ccc(N(C)S(C)(=O)=O)cc2)cc1	-0.2	-1.6	1.9	-4.8	0.3	-1.2	6.4	7.7	-1.6
Cc1ccc(Sc2ncccc2C(=O)NC2CCCCCC2)cc1C	-2.2	-32.2	3.2	-4.6	21.9	-11.2	7.1	-2.9	-1.5
Clc1ccc(C(c2ccccc2Cl)C(Cl)Cl)cc1 (stereo unspecified)	-2.7	15.1	23.6	-8.1	25.8	12.7	34.7	4.5	-0.7
O=C(c1cccc(Cl)c1)C1CCCN(Cc2ccc(N3CCNC3=O)cc2)C1 (stereo unspecified)	-2.9	-30.7	14.4	0.6	-1.5	-4.0	6.0	8.5	0.0
CC1(C)C(=O)Nc2ccccc2N1C(=O)COc1ccccc1C#N	0.9	4.4	3.0	-3.5	-5.6	7.8	3.2	-1.5	-2.8
COCCn1c(SCC(=O)N(C)C2CCS(=O)(=O)C2)nc2ccccc2c1=O (stereo unspecified)	-1.6	-18.0	1.8	1.9	-2.6	-20.9	5.5	-13.2	-1.0
CCCNC(=S)N1CC2(C)CN(C(=O)C(=O)OC)CC(C)(C1)C2=O	-1.5	-9.0	1.4	-2.0	7.5	0.1	17.7	-2.7	-2.8

Next entries:
SMILES	APJ ag	APJ antagonist	CCR6 antag	UPR XBP1 act	tim23-1 inh	EBI2 block	Mdm2-MdmX inh	CXCR6 block	CHOP UPR activ
Cc1nc(-c2cccs2)sc1C(=O)NN	8.4	-34.2	-6.5	-2.1	20.7	-9.3	-23.5	-19.0	-0.5
Nn1c(SCC(=O)N2CCCc3ccccc32)nnc1-c1ccc(Cl)cc1	0.3	-4.5	4.5	-1.5	-5.7	1.1	3.3	3.2	4.6
C/C(N)=C(/C#N)C(=O)CSc1cc(C)c2ccccc2n1	-2.0	-3.4	2.8	-1.9	9.8	-8.0	5.6	-5.6	0.2
O=C(O)CN1C(c2ccccc2)=Nc2ccc(Br)cc2C1c1ccccc1 (stereo unspecified)	-4.7	-9.8	0.1	-1.1	3.6	-7.5	11.7	2.0	0.2
O=C(N/N=C/c1ccncc1)c1ccccn1	-1.1	-18.7	-0.4	6.0	4.3	-0.9	10.9	-0.5	2.1
O=S(=O)(NC1CCCC1)c1ccc(S(=O)(=O)NC2CCCC2)cc1	1.3	-2.5	7.7	-4.8	-6.5	-1.6	25.0	-5.2	-2.0
COc1cccc(CNC(=O)CCS(=O)(=O)c2ccc3c(c2)NC(=O)C(C)S3)c1 (stereo unspecified)	1.1	21.4	4.9	-3.6	7.3	-3.7	14.7	0.0	2.2
O=C(Cc1ccccc1)NS(=O)(=O)c1ccc(N=NN2CCOCC2)cc1	-4.5	-17.5	5.6	-1.9	4.0	-10.1	86.5*	-10.9	-2.6
C=C(C)c1cccc(C(C)(C)NC(=O)Nc2cccnc2)c1	-3.0	-10.8	9.4	-3.2	8.2	4.4	6.5	-2.3	0.6
O=C(Nc1ccc(S(=O)(=O)N2CCN(Cc3ccccc3)CC2)cc1)c1cnccn1	1.1	15.9	4.3	1.4	-2.7	-24.7	10.1	-0.6	4.1
COc1cc2c(cc1OC)/C(=C/C(=O)c1ccc([N+](=O)[O-])c(C)c1)NCC2	3.0	7.1	13.2	11.1	-1.9	13.9	25.1	2.0	2.0
CC(C)(C)C1CCC(OC(=O)CN2CCOCC2)CC1 (stereo unspecified)	6.0	2.6	10.1	2.3	13.0	3.9	6.7	-5.0	4.1
CCCCN(CC(=O)Nc1c(C)cccc1CC)C(=O)SCC	-4.1	15.7	6.1	1.8	5.7	8.7	-8.8	8.5	-0.6
CCC(=O)NC(=S)NNC(=O)c1ccc([N+](=O)[O-])cc1	-2.4	2.7	22.8	3.3	-6.2	-10.1	1.4	10.5	-1.5
COc1ccc(/C=C2\SC(c3ccc(C)cc3)=NC2=O)cc1OC	3.2	-11.4	8.4	3.9	8.4	-4.0	4.7	7.6	-0.9
COc1cccc(-c2nc(CS(=O)CC(=O)NCc3ccccc3)c(C)o2)c1 (stereo unspecified)	4.5	-10.8	-6.9	-1.5	19.7	-1.1	18.4	6.6	69.2*
COc1ccc(C(=O)OCC(=O)NC2CCCC2)cc1OC	-3.7	-13.0	1.2	-2.8	-6.8	-12.7	13.2	-12.8	-1.0
NC(=O)C1CC(O)CN1c1nc(CN2CCOCC2)nc2scc(-c3ccccc3)c12 (stereo unspecified)	-2.6	2.0	1.5	1.8	-0.8	1.0	-19.5	-2.3	-1.2
CCN(CC)CCn1c(=S)[nH]c2ccc(Br)cc2c1=O	-4.2	1.6	-9.4	1.1	6.7	2.8	-19.0	6.6	-0.3
CCCOc1ccccc1N1C(=O)CC(N(O)c2ccccc2)C1=O (stereo unspecified)	2.8	-20.5	25.6	3.8	18.1	-6.4	2.5	3.1	2.7
CCCCOc1ccc(C(O)C(CN2CCCCC2)c2ccccc2)cc1 (stereo unspecified)	-3.5	4.1	-1.9	-2.5	5.0	-16.6	11.7	-11.1	0.1
CN(C)C(=S)SCCn1c(N)nc(N(C)C)nc1=O	-3.0	-2.1	-4.5	-0.9	-1.2	-11.8	5.2	-5.7	1.2
Cc1ccccc1N(C(=O)c1cccs1)c1nc2ccccc2s1	-2.5	6.3	26.2	-1.8	2.2	29.2	-14.1	8.3	2.8
NC(=O)c1nsc(C(=O)N(Cc2cccnc2)C(C(=O)NCc2ccc(F)cc2)c2ccc(F)cc2)c1N (stereo unspecified)	-0.5	6.4	13.9	-0.3	9.4	-4.9	-13.7	-1.1	-0.3
CCc1ccc(-n2c(=O)c3c(C)c(C(=O)N(C)C)sc3n(CC(=O)NCC3CCCO3)c2=O)cc1 (stereo unspecified)	-3.3	-18.6	-0.6	-2.5	21.5	-5.7	-34.9	-6.2	-0.1

Some of the entries above, set out differently.
Fields – APJ ag	APJ antagonist	CCR6 antag	UPR XBP1 act	tim23-1 inh	EBI2 block	Mdm2-MdmX inh	CXCR6 block	CHOP UPR activ
- NC(=O)c1nsc(C(=O)N(Cc2cccnc2)C(C(=O)NCc2ccc(F)cc2)c2ccc(F)cc2)c1N (stereo unspecified)
  -0.5	6.4	13.9	-0.3	9.4	-4.9	-13.7	-1.1	-0.3
- CCc1ccc(-n2c(=O)c3c(C)c(C(=O)N(C)C)sc3n(CC(=O)NCC3CCCO3)c2=O)cc1 (stereo unspecified)
  -3.3	-18.6	-0.6	-2.5	21.5	-5.7	-34.9	-6.2	-0.1

(listing goes on)
SMILES	APJ ag	APJ antagonist	CCR6 antag	UPR XBP1 act	tim23-1 inh	EBI2 block	Mdm2-MdmX inh	CXCR6 block	CHOP UPR activ
CCOC(=O)c1sc(NC(=O)C(OC(C)=O)c2ccccc2)nc1C (stereo unspecified)	1.8	0.6	-0.2	-0.1	31.0	-5.5	-38.2	0.7	0.9
O=C(Nc1ccc(Oc2ccccc2)nc1)C1CCCCN1Cc1ccc(O)cc1 (stereo unspecified)	-5.0	0.9	·	0.2	15.5	85.6*	0.6	-8.2	3.8
CCOC(=O)CCC(NC(=O)c1cncc(O)c1)C(=O)OCC (stereo unspecified)	-3.8	10.0	5.1	-1.0	5.0	-16.0	-2.3	4.0	-2.8
Cc1c(O)c2cccnc2[nH]c1=O	-1.9	14.7	0.3	1.1	-0.6	-12.0	-4.2	6.9	-0.5
CCOc1ccc(NC(=O)c2nnn(CC(=O)Nc3ccccc3OCC)c2N)cc1	3.2	-4.5	-11.5	1.2	-10.0	-13.0	-8.0	-4.3	4.1
O=C(NCC1CCCO1)c1cc2c(s1)CCCC2 (stereo unspecified)	-7.2	7.9	12.4	-2.1	10.8	-1.8	-23.3	-1.4	2.6
O=C(NCc1ccco1)c1cccc(S(=O)(=O)N2CCN(Cc3ccccc3)CC2)c1	-3.7	-52.8	9.7	-2.6	20.1	3.5	6.2	4.0	0.2
